p53ts 39C tox: cytotoxicity in p53ts cells at nonpermissive temperature | Potency, µM (highest dose often 46.1 µM), without a hit: at the highest dose activity change, negative = cell killing, most hits filed as cytotoxic | H1299-p53A138V viability at 39C, ATP luminescence, 24 h | AID 902 | 1.5% of 130,000 active; further: nearly all actives have a fitted effect of over 55% in size
IkB signaling: inhibitors of IkB signaling in ABC-DLBCL cells; Potency, µM (top dose mostly 57.1 µM), without a hit: at the highest dose IkBa stabilization activation; ABC-DLBCL IkBa-CBG/CBR dual luciferase ratio, 4 h; response scale: scaled: untreated 0%, proteasome inhibitor 100%; 0.04% of 110,000 active; AID 445; active means well fitted curve in the direction sought with a large enough effect in the signal ratio, not every such curve was filed as active; inconclusive means small, poorly fitted or top-dose-only effect, or a change in a side signal; the % refers to the signal ratio;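 further: the direction sought is a rising ratio; 0% = basal untreated cells and 100% = reference inhibitor full response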
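Luminescence ratio of IκBα-fused green versus native red beetle luciferase in OCI-Ly3 cells, 4 h post-doxycycline with compound; red signal alone, scaled from basal (0%) to zero light (-100%), flagged nonspecific or cytotoxic effects.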
p53ts 32C tox: p53ts cell cytotoxicity, permissive temperature; H1299-p53A138V at 32C, ATP luminescence viability, 24 h; Potency, µM (doses to about 46.1 µM), without a hit: at the top dose activity change, negative = cytotoxicity, usual class: cytotoxic; 0.93% of 130,000 active; AID 924;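 further: 0% = DMSO and -100% = full killing by reference compound; nearly all actives have a fitted effect of over 55% in size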
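Cells: H1299 p53ts (A138V), 600/well, pre-incubated 16–30 h at 37C. Cpd up to 46 uM, 24 h, 32C. Readout: ATPlite luminescence, 20 min RT. Normalization: DMSO vs tamoxifen 100 uM. AC50 by Hill equation.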
Imprint erasure: genomic imprint erasure induction. mouse ES Peg3-LacZ reporter, beta-gal luminescence, 40 h. 0.02% of 110,000 active. Potency, µM (titrated, usually from 60.7 µM), for inactives: at the highest dose activity change, positive = activation, actives largely listed as activators. AID 1948;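 further: 0% = negative control wells on the plate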
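Readout: BetaGlo luminescence (5 min, room temp) for LacZ from the normally silent maternal Peg3 allele in female Peg3LacZ-Neo ES cells. Cells 300/well, 40 h, 37C, 5% CO2. Data normalized per plate to negative controls.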
Starred values were filed as active, the others as inactive; u = inconclusive; x = no result given; [ ] = remark or other dose. Unless noted, the call rests on the fitted dose curve; in most records, active means well fitted curve in the direction sought with a large enough effect; inconclusive means small, poorly fitted or top-dose-only effect, or another doubt; inactive means no such curve, though single readings can be large; an effect the other way counts as inactive or inconclusive. Unless noted, on the % scale 0 is the no-effect control and ±100 the full control effect; potency means the concentration at half of the fitted maximal effect.

Molecule	Imprint erasure	IkB signaling	p53ts 32C tox	p53ts 39C tox
CCCSc1ncc(Cl)c(C(=O)NCc2ccc(OC)cc2)n1	-7%[10.9 µM]	u	10%	3%
COc1ccc(N(CC(=O)NC(C)c2ccccc2)S(=O)(=O)c2c(C)noc2C)cc1 (configuration not stated)	2%[10.9 µM]	-0.4%	5%	26%
CCOc1cc(CNCCc2ccccc2)ccc1OCC(=O)NC(C)(C)C	x	x	u	u
O=C1CN(C(=O)c2ccc(S(=O)(=O)N3CCCC3)cc2)C(c2ccccc2)c2cc(F)ccc2N1 (configuration not stated)	-9%[10.9 µM]	u	-2%	24%
COC(=O)C(NC(=O)C(NC(=O)c1ccccc1)C(C)C)C(C)C (configuration not stated)	5%	0.7%	3%	12%
COC(=O)C1=C(C(=O)c2ccccc2)C(c2ccc(OC)c(OC)c2)Nc2nnnn21 (configuration not stated)	-8%	-1.1%	-3%	10%
c1ccc2nc3[nH]cnc3nc2c1	-17%	-0.1%	6%	-1%
COC(=O)Cn1cnc2c1c(=O)n(C)c(=O)n2C	x	x	-7%	11%
Cc1nn(-c2ccccc2)c(Cl)c1C1C(C#N)=C(N)OC2=C1C(=O)CCC2 (configuration not stated)	-3%	0.5%	4%	1%
CCc1ccc(CN(Cc2ccco2)c2cnc(S(C)(=O)=O)nc2C(=O)Nc2cccc(C)c2)cc1	7%[10.9 µM]	1.3%	1%	-7%
CC1=C(C(=O)N2CCN(c3cccc(C)c3C)CC2)C2(CCCCC2)OC1=O	-9%[10.9 µM]	u	2%	-15%
CC1=C(C(=O)Nc2ccc(C)cc2)C(c2ccco2)NC(=O)N1 (configuration not stated)	x	x	9%	8%
Cc1cc(C)c2oc(C(=O)Nc3ccc(S(=O)(=O)Nc4nccc(C)n4)cc3)cc(=O)c2c1	-14%[10.9 µM]	-1.7%	10%	-6%
CCCCCO	-8%	1.8%	1%[1.84 µM]	6%
COc1ccc(-n2nnc(-c3nsc(NC(=O)c4cccs4)n3)c2C)cc1OC	-4%[10.9 µM]	-1.8%	-4%	u
CCc1ccc2c(c1)NC(c1ccc(C)cc1)=NC(c1cccs1)=N2	-14%[10.9 µM]	-0.8%	3%	-20%
C/C(CC1(O)/C(=N/O)CCc2nonc21)=N\O (configuration not stated)	-2%	-0.7%	18%	4%
Cc1ccccc1CNC(=O)CCCn1nc(C)c2sc3ccccc3c2c1=O	-10%[10.9 µM]	0.0%	-14%	-7%
Cc1ccccc1OCC(=O)N/N=C/c1cccc(Oc2ccc([N+](=O)[O-])cc2[N+](=O)[O-])c1	x	x	1%	-3%
COc1ccc(CNC(=O)Cn2ncc3c(=O)oc4ccc(C)cc4c32)c(OC)c1	-10%[10.9 µM]	1.6%	3%	13%

2 of the compounds above, with two lines to a compound.
Values run as follows: Imprint erasure | IkB signaling | p53ts 32C tox | p53ts 39C tox
- Cc1cc(C)c2oc(C(=O)Nc3ccc(S(=O)(=O)Nc4nccc(C)n4)cc3)cc(=O)c2c1
→ -14%[10.9 µM] | -1.7% | 10% | -6%
- CCc1ccc2c(c1)NC(c1ccc(C)cc1)=NC(c1cccs1)=N2
→ -14%[10.9 µM] | -0.8% | 3% | -20%

New compounds follow
Molecule	Imprint erasure	IkB signaling	p53ts 32C tox	p53ts 39C tox
CCOC(=O)Nc1ccc(S(=O)(=O)N2CCOCC2)cc1	-7%	0.0%	-4%	7%
C=Cc1ccccc1C=C	5%	0.4%	13%[1.84 µM]	-2%
Cc1ccc(Cn2c(=O)c3ccccc3n3c(-c4cccc(O)c4)nnc23)cc1	9%[10.9 µM]	-1.5%	0%	18%
NS(=O)(=O)c1ccc(S(=O)(=O)N(Cc2ccccc2F)CC2CCCO2)cc1 (configuration not stated)	-6%	-1.4%	25%	10%
CCN(CC)S(=O)(=O)c1ccc2oc(C(=O)Nc3ccc(OC)cc3OC)c(C)c2c1	-11%	u	7%	-3%
COC(=O)C1=C(C)NC2=C(C(=O)CCC2)C1c1cccc(C)n1 (configuration not stated)	x	0.0%	-3%	11%
Cc1ccn2c(c1)nc(=O)c1cc(S(=O)(=O)N3CCCCC3)ccc12	-14%[10.9 µM]	-2.4%	5%	-8%
CCc1cccc(NC(=O)c2oc3ccc4c(c3c2C)C(=O)CC(C)(C)O4)c1	-26%[10.9 µM]	-3.0%	u	6.3µM*
O=S(=O)(NCC(c1ccco1)S(=O)(=O)c1cccs1)c1ccc(F)c(C(F)(F)F)c1 (configuration not stated)	19%[10.9 µM]	u	0%	7%
O=C(NC1CCCCC1)C1c2ccccc2C(=O)N1Cc1ccco1 (configuration not stated)	-6%	1.3%	4%	5%
C[C@H](C(=O)C=[N+]=[N-])N1C(=O)c2ccccc2C1=O	-3%	1.0%	3%	3%
COc1ccc2c(Sc3ccccc3)c(C(=O)NCc3ccc(OC(C)C)cc3)[nH]c2c1	4%[10.9 µM]	-2.8%	-10%	-25%
CN(C)c1ccc(CNC(=O)c2cc3cc(S(=O)(=O)N4CCCCC4)ccc3n2C)cc1	-13%[10.9 µM]	0.8%	3%	-10%
Cc1ccc(N(CC(=O)Nc2ccc(C)cn2)S(=O)(=O)c2c(C)nn(C)c2C)cc1	-10%	0.0%	9%	2%
Cc1c(NC(=O)CN2C(=O)c3ccccc3S2(=O)=O)c(=O)n(-c2ccccc2)n1C	-1%	1.6%	-2%	1%
COc1ccc(C)cc1NS(=O)(=O)c1cccc2cccnc12	-9%	2.0%	19%	17%
Cc1cc2c(cc3c(SCc4ccccc4Cl)nnc(C)n32)o1	-18%[10.9 µM]	1.0%	-3%	-24%
Nc1c(S(=O)(=O)O)cc(S(=O)(=O)O)c2ccc(N=Nc3ccccc3)c(O)c12	10%[10.9 µM]	5.4%[11.4 µM]	14%[9.22 µM]	6%[9.22 µM]
CCOC(=O)C1=C(N)Oc2c(oc(CO)cc2=O)C1c1ccc(F)cc1 (configuration not stated)	x	x	5%	-7%
COc1ccc(N2CCN(Cc3nc4c(c(=O)[nH]c(=O)n4C)n3Cc3ccc(Cl)cc3)CC2)cc1	-19%[10.9 µM]	u	-2%	-23%
CCOC(=O)N1CCC(N2Cc3cccc(C(=O)Nc4cc(F)ccc4F)c3C2=O)CC1	-7%	-0.1%	2%	-3%
Cc1ccc(C)c(N2CCN(c3nc4ccccc4c(=O)n3-c3ccccc3)CC2)c1	u	-1.6%	-2%	-12%
COc1cccc(C(C(=O)NC2CCCCC2)N(CC2CCCO2)C(=O)CNC(=O)c2ccco2)c1 (configuration not stated)	x	x	-2%	-5%
C=CCn1c(SCC(=O)Nc2ccc3c(c2)CCC3)nnc1-c1cccs1	-39%[inhibitor]	u	-16%	-18%
C=CCc1cccc(C2C(C)CCC3C(=O)N4C(Cc5c([nH]c6ccccc56)C4c4cc(OC)c(OC)c(OC)c4)C(=O)N32)c1 (configuration not stated)	x	x	14%[9.22 µM]	-4%[9.22 µM]
O=C(COC(=O)CCC(=O)c1cccs1)NCc1ccco1	-23%	11%	-16%	10%
COc1ccc(CCCc2nnc(SCC(=O)Nc3nccs3)n2C)cc1C	-18%	u	-1%	-7%
CCC(C)NC(=O)CSc1nc(-c2ccc(F)cc2)cc(C(F)(F)F)n1 (configuration not stated)	-4%[10.9 µM]	0.3%	8%	28%
CCN(CC)c1cc(Oc2ccccc2)ncn1	-12%	-1.5%	9%	-5%
COC(=O)c1ccccc1NC(=O)c1cc(-c2ccccc2O)no1	-12%[10.9 µM]	1.6%	0%	-5%
O=C(NCc1cccs1)C1CCN(S(=O)(=O)c2ccc(Br)s2)CC1	19%	u	21%	27%
CCOC(=O)c1ccc(OCC2c3cc(OC)c(OC)cc3CCN2C(=O)Cc2ccc(F)cc2)cc1 (configuration not stated)	-7%[10.9 µM]	u	10%	-24%
CCC(=O)Nc1ccc(F)c(Cl)c1	-8%	-2.3%	27%	10%
Cc1nc2c([nH]1)C1(CCN(Cc3ccccc3)CC1)C(C#N)=C(N)O2	-9%	-4.1%	-5%	-2%
O=C(NCCc1ccccc1)c1nc2c(nnn2Cc2ccccc2Cl)c(=O)[nH]1	-11%	0.4%	-11%	-12%
CCCCCC(CC(=O)O)C(=O)O (configuration not stated)	11%	x	4%	-6%
COc1ccc(CNC(=O)c2c(C)nc3ccccn23)cc1	x	x	2%	13%
Cc1ccc2c(c1)c1c(c(=O)n(-c3ccccc3)c(=O)n1CC(=O)N1CCCC1)n2C	-10%[10.9 µM]	0.1%	5%	20%
COc1ccc(OC)c(CNC(=O)c2cccc(NC(=O)N3CCSc4ncccc43)c2)c1	10%[10.9 µM]	4.1%	8%	4%
O=S(=O)(c1ccccc1)N1CCN(c2ncnc3sc(-c4ccccc4)cc23)CC1	-1%	u	3%	-6%
Cc1ccc(-n2ncc3c(=O)n(CC(=O)N4CCCCCC4)cnc32)cc1	-2%	-0.7%	u	u
Cn1c2ccccc2c2c(C(=O)N3CCN(c4ccc(F)cc4)CC3)cn(C3CCCC3)c(=O)c21	-29%	u	6%	-11%
CCOC(=O)c1c(C)sc(-c2c(-c3cccc(Cl)c3)[nH]c3c2c(=O)n(C)c(=O)n3C)c1O	-9%[10.9 µM]	u	-3%	7%
O=C(Cn1ncc2c3ccccc3n(Cc3ccccc3)c2c1=O)Nc1ccccc1C(F)(F)F	-9%[10.9 µM]	0.6%	-5%	-24%
O=C(Nc1ccc2c(c1)OCO2)C1CC(c2ccccc2Cl)=NO1 (configuration not stated)	-15%	2.8%	4%	-1%
CCOC(=O)c1cccc(NS(=O)(=O)c2cc3c(cc2C)NC(=O)CO3)c1	-10%[10.9 µM]	u	21%	2%
C=CCOC(=O)COc1ccc2c(C)c(C)c(=O)oc2c1	-4%	13%	-9%	-12%
CC(Oc1ccccc1)C(=O)N1CCCc2ccccc21 (configuration not stated)	-9%	-0.7%	7%	3%
COc1cccc(NC(=O)c2oc3ccc(S(=O)(=O)N4CCC5(CC4)OCCO5)cc3c2C)c1	-12%[10.9 µM]	u	23%	-21%
CCOC(=O)Cc1nnc(NC(=O)c2ncn[nH]2)s1	1%	0.7%	-8%	5%
CC(C)c1ccc(C2=NC(c3ccncc3)=Nc3ccc(F)cc3N2)cc1	-8%[10.9 µM]	u	1%	2%
CCCNC(=O)c1ccc2c(c1)ncn2-c1ccc(C)cc1C	-18%[10.9 µM]	-5.5%	1%	-14%
CCc1c(O)nc(SCC(N)=O)n(-c2ccccc2F)c1=O	-3%	0.0%	12%	10%
COc1ccc(CCNC(=O)CN2C(=O)COc3ccc(S(=O)(=O)N4CCCCCC4)cc32)cc1OC	-4%[10.9 µM]	1.0%	14%	-3%
COc1cc(NC(=O)Nc2nnc(N3CCCCCC3)s2)cc(OC)c1	-14%[10.9 µM]	u	-6%	-5%
Cc1c(C)[n+](=O)c2c(n1[O-])CCCCC2	-1%	0.0%	3%	1%

Single records (already shown). Order of screens: Imprint erasure	IkB signaling	p53ts 32C tox	p53ts 39C tox
Listed for `O=C(Nc1ccc2c(c1)OCO2)C1CC(c2ccccc2Cl)=NO1` (configuration not stated) → -15%	2.8%	4%	-1%
Listed for `COc1cc(NC(=O)Nc2nnc(N3CCCCCC3)s2)cc(OC)c1` → -14%[10.9 µM]	u	-6%	-5%
Listed for `CC(Oc1ccccc1)C(=O)N1CCCc2ccccc21` (configuration not stated) → -9%	-0.7%	7%	3%
Listed for `COc1cccc(NC(=O)c2oc3ccc(S(=O)(=O)N4CCC5(CC4)OCCO5)cc3c2C)c1` → -12%[10.9 µM]	u	23%	-21%
Listed for `Cc1c(C)[n+](=O)c2c(n1[O-])CCCCC2` → -1%	0.0%	3%	1%
